CRFBP-R2 agonist – agonists of human CRF-binding protein/CRF-R2 receptor complex | HEK293 CRF-R2/CRF-BP, calcium dye fluorescence (FLIPR); percent of saturating CRF peptide response | activation, % at 13.2 µM | hit rate 0.46% among 350,000 | AID 588473;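 active = activation of at least 50%, plus an integration ratio under a set limit after plate pattern correction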;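 also: plate controls were neutral control wells without compound for no effect and CRF at EC100 for full effect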
CHO-K1 Ca PAM – M1 PAM counterscreen hit in parental CHO-K1 cells; activation, % at 3 µM; hit rate 0.02% among 360,000; ATP EC20, Fluo-8 calcium fluorescence; 0% at ATP EC20, 100% at ATP max;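 active = activation above the run cutoff, the mean activation of all test compounds plus 3 SD, cut at about 40% in these data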;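 also: peak over basal fluorescence ratio in a 140 s read after ATP addition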
M5 antag – CHRM5 antagonism in calcium assay | P08912 | CHO-hM5 cells, Fluo-8 calcium fluorescence, ACh EC80 | inhibition, % at 3 µM | hit rate 0.59% among 360,000;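 active = inhibition above a per-plate cutoff, the mean of that plate's test compounds plus 3 SD, cut at about 27% in these data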;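 also: 0% = acetylcholine EC80 with DMSO and 100% = DMSO without agonist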
CRFBP-R2 block – CRF-BP/CRF-R2 complex antagonism; HEK293 CRF-R2/CRF-BP, CRF-induced calcium fluorescence; inhibition, % at 11.8 µM; hit rate 0.59% among 350,000; AID 588475;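 active = inhibition of the ligand-induced calcium signal above about 50% at the single tested concentration, limit read from the data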
TAAR1 ag – agonists of human TAAR1. Q96RJ0. CHO RD-HGA16 TAAR1, Fluo-8 calcium fluorescence; vehicle wells 0%, saturating PEA agonist 100%. activation, % at 3 µM. hit rate 0.99% among 360,000;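 active = activation above the mean activation of all test compounds in the run plus 3 SD, cut at about 38% in these data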
Target sequence (Q96RJ0 whole entry, looked up): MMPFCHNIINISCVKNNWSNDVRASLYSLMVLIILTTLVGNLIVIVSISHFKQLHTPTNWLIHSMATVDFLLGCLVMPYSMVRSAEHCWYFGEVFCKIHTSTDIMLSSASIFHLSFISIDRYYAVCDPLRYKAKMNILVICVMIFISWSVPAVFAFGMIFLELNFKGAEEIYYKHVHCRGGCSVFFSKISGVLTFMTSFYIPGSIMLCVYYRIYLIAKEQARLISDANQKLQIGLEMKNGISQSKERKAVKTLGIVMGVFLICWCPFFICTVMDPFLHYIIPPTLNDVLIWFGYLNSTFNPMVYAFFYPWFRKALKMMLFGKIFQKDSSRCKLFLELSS
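Assay system: CHO-derived RD-HGA16 cells with stable Gα16 and human TAAR1; timing: 17-24 h seeding, 75 min 37 °C dye, 30 min RT; read-out: % activation from peak over basal fluorescence ratio, DMSO-to-PEA scaled; measured by: kinetic Fluo-8 calcium fluorescence; benchmarks: low control DMSO, high control PEA (EC100); doses: 3 µM single concentration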
CHRM5 PAM – potentiates acetylcholine response at human M5 receptor; CHO-K1 hM5, Fluo-8 calcium, ACh EC20 PAM; 0% = ACh EC20, 100% = ACh EC100; hit rate 0.3% among 360,000; activation, % at 3 µM;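 active = activation above the run cutoff, the mean activation of all test compounds plus 3 SD, cut at about 18% in these data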
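Replicates: One well per compound, no replicates | System: Human M5 receptor in CHO-K1 cells | Benchmarks: Low control EC20 acetylcholine (0%), high control EC100 acetylcholine (100%) | Probe or stimulus: Acetylcholine, EC20 level | Times: Fluo-8 loading 80 min at 37 °C plus 30 min room temperature | Signal: Intracellular calcium via Fluo-8 fluorescence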
M5 ag – CHRM5 agonism in calcium assay; CHO-K1 hM5 cells, Fluo-8 calcium fluorescence; 0% DMSO wells, 100% maximal acetylcholine response; activation, % at 3 µM; hit rate 0.19% among 360,000; AID 624037;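 active = activation above the run's mean over test compounds plus 3 SD, cut at about 23% in these data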;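 also: signal is peak over basal fluorescence ratio across the kinetic read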
TAAR1 antagonist – antagonists of human TAAR1; Q96RJ0; CHO RD-HGA16 TAAR1, Fluo-8 calcium fluorescence, antagonist; inhibition, % at 3 µM; hit rate 1.5% among 360,000;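 active = inhibition above a per-plate cutoff, the mean inhibition of test compounds on that plate plus 3 SD, cut at about 49% in these data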;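 also: 0% = DMSO plus EC80 beta-PEA response and 100% = DMSO alone without agonist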
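test system = CHO RD-HGA16 cells bearing hTAAR1 | replication = singlicate | controls = DMSO-only wells and EC80 β-PEA-stimulated wells | reagent = EC80 β-phenethylamine stimulus | read-out basis = percent inhibition of PEA-evoked calcium signal, max/basal emission ratio | schedule = seeding 17-24 h prior, 75-min 37 °C, 30-min RT dye loading | signal = kinetic Fluo-8 calcium fluorescence measurement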
CHRM4 PAM – positive allosteric modulators of human muscarinic M4 receptor; P08173; CHO-K1 hM4/Gqi5, Fluo-8 calcium fluorescence, ACh EC20; 0% = ACh EC20, 100% = maximal ACh; activation, % at 3 µM; hit rate 0.4% among 360,000;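 active = activation above its plate's cutoff, the mean activation of sample wells plus 3 SD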; also: some results filed as inactive read as strong as hits
Target sequence (P08173 whole entry, looked up): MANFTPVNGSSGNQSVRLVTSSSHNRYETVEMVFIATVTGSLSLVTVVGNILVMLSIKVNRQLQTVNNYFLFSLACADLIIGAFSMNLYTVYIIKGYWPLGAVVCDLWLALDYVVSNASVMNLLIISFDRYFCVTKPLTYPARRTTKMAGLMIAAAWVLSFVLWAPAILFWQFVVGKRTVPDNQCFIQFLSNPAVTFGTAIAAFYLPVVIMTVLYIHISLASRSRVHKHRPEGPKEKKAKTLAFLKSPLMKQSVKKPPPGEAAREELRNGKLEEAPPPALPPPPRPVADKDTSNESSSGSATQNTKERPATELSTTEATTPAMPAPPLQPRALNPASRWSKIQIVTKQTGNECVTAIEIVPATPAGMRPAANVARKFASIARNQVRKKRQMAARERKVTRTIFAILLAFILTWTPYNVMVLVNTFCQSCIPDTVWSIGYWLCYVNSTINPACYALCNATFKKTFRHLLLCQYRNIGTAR
* hit, by the source's call; · = not tested or not shown.

SMILES	CRFBP-R2 agonist	CHO-K1 Ca PAM	M5 antag	CRFBP-R2 block	TAAR1 ag	CHRM5 PAM	M5 ag	TAAR1 antagonist	CHRM4 PAM
CCOc1cc(/C=C/c2nc3cc(C)c(C)cc3s2)ccc1OCC(=O)N1CCOCC1	0.5	5	2	-50	3	-3	-1	1	-3
Cc1c(C(=O)O)oc2ccc(S(=O)(=O)NCc3ccc4c(c3)OCO4)cc12	-3.0	-6	-2	26	3	-8	-1	23	7
Cc1c(NS(=O)(=O)c2cc(C(=O)N3CCCC(C)C3)ccc2Cl)c(=O)n(-c2ccccc2)n1C (stereo unspecified)	3.7	-2	9	13	0	-4	1	-13	7
Cc1ccc(-n2c(-c3ccncc3)nnc2-c2ccco2)cc1	-1.6	14	1	2	1	-2	-2	-16	11
CSc1nc(C(=O)N2CCc3c([nH]c4ccccc34)C2c2ccccn2)cs1 (stereo unspecified)	1.6	1	16	-25	1	-11	-5	23	-3
CCC(NC(=O)C1(C)CC1(Br)Br)c1ccc(C)cc1 (stereo unspecified)	0.6	12	-4	-17	18	-2	-5	-3	-1
CCCNc1cc(=O)n(C)c(=O)n1C	-2.3	25	1	-15	0	4	2	-2	16
COc1ccc(-c2nnc(-c3ccc(N)cc3)o2)cc1	-0.3	21	-1	8	3	2	-2	-1	9
O=C(CN1CCN(S(=O)(=O)c2ccccc2F)CC1)Nc1ccnn1C1CCCC1	-0.4	4	10	0	12	-7	3	-22	4
O=C(CSc1nnnn1C1CC1)N1CCN(Cc2ccccc2F)CC1	-1.4	-20	9	9	0	3	1	-9	5
O=C(NCC(=O)N1CCC(N2CCCCC2)CC1)C1CCCCC1	1.5	10	2	1	7	5	1	0	7
COc1c(C)cc(C(O)c2ncc(-c3cccc(F)c3)[nH]2)cc1C (stereo unspecified)	·	22	-2	·	9	-2	2	-20	3
CN(c1ccc(F)cc1)S(=O)(=O)c1ccc(Cl)c(C(=O)Nc2ccc3c(c2)CCC3)c1	2.7	-5	-3	-9	2	-1	1	-2	-19
CCOC(=O)Cn1c(=NC(=O)C2CC2)sc2c(C)cc(C)cc21	-0.1	14	9	0	-2	-4	-2	-18	3
CCOC(=O)c1c(C)oc2ccc(OS(C)(=O)=O)cc12	-2.7	17	6	3	-2	1	-3	-18	-1
Cc1cccc(NC(=O)CSc2n[nH]c(-c3cccnc3)n2)c1	-1.7	-10	8	-5	-1	-5	-2	-11	0
O=C(Nc1ccc(-n2nncc2-c2ccco2)cc1)c1cccc(F)c1	-1.2	-5	1	-9	4	-8	-5	35	-12
COC(=O)C1CCN(C(=O)c2cc(-c3ccco3)nc3ccccc23)CC1	0.9	-11	1	3	4	-1	7	29	-1
O=C(c1ccncc1)c1ccc([N+](=O)[O-])cc1	11	10	11	-1	1	-1	2	-9	-3
CCc1ccc(OCCNC(=O)c2ccccc2SCc2ccc(F)cc2)cc1	13	6	7	10	15	-12	-2	54*	-12
COc1cc(OC)c(/C=N/NC(=O)c2ccc([N+](=O)[O-])cc2)cc1Br	-1.4	14	-6	-14	2	9	1	15	10
COc1cc2nc(CC(C)C)n(NC(=O)c3ccccc3)c(=O)c2cc1OC	0.6	8	-3	7	3	1	2	-3	3
CCCOc1ccc(C(=O)CCNc2cccc(Cl)c2)cc1	-2.1	-2	-1	17	5	7	-1	10	-9
CCN(CC)CCCn1c(=S)[nH]c2cc(OC)c(OC)cc2c1=O	-0.5	-9	0	7	2	-2	-4	-3	-7
Cc1cc(CN(C)C(=O)c2cc(COc3ccc(C)c(C)c3)on2)n[nH]1	-0.4	-15	-7	-2	3	-1	5	-21	-4
COc1cc2c(cc1OC)C(c1ccccc1[N+](=O)[O-])N(C(C)=O)CC2 (stereo unspecified)	1.4	17	6	-6	0	1	2	4	-6
COC(=O)c1cccc(NC(=O)CN2CCC(NC(=O)c3cc(OC)c(OC)c(OC)c3)CC2)c1	-0.3	16	3	7	11	-7	0	9	-1
Cc1nc(N(C)C)c2sc(=S)n(C)c2n1	-1.1	1	5	-16	0	-2	1	-10	1
O=C(CCCC(=O)OCC(F)(F)C(F)F)Nc1ccccc1F	-0.2	-1	0	1	3	2	5	6	-6
O=C(CCNC(=O)c1ccccc1)OCC(=O)c1ccccc1	-1.4	3	-1	19	3	0	-1	-7	4
CC1(C)CC2CC(C)(CN2C(=O)COC(=O)c2ccc(Cl)cc2N)C1 (stereo unspecified)	4.7	2	-5	18	3	7	-2	20	6
O=C(Nc1ccc(-n2cccc2)cc1)C1CC1	-4.0	-14	7	7	2	-1	4	-7	12
CSc1nc(N2CCOCC2)nc2ccc(C)cc12	-3.2	8	8	6	-1	5	-7	-35	8
O=c1ccc2cc(O)c(O)cc2o1	-0.9	8	4	-12	2	-12	25*	-1	-2
NS(=O)(=O)c1ccc(CCNC(=O)[C@@H]2CCCN2S(=O)(=O)c2ccccc2F)cc1	0.6	19	-13	0	-1	10	-2	13	13
CCCCC(=O)Oc1c(S(=O)(=O)c2ccccc2)c(C)nn1C(C)(C)C	2.8	3	0	1	4	-3	-6	-2	-1

An excerpt from above with just M5 ag, CHRM5 PAM and TAAR1 antagonist.
compound	M5 ag	CHRM5 PAM	TAAR1 antagonist
O=C(CCCC(=O)OCC(F)(F)C(F)F)Nc1ccccc1F	5	2	6
O=C(CCNC(=O)c1ccccc1)OCC(=O)c1ccccc1	-1	0	-7

In the list so far, these have bromine:
SMILES	CRFBP-R2 agonist	CHO-K1 Ca PAM	M5 antag	CRFBP-R2 block	TAAR1 ag	CHRM5 PAM	M5 ag	TAAR1 antagonist	CHRM4 PAM
CCC(NC(=O)C1(C)CC1(Br)Br)c1ccc(C)cc1 (stereo unspecified)	0.6	12	-4	-17	18	-2	-5	-3	-1
COc1cc(OC)c(/C=N/NC(=O)c2ccc([N+](=O)[O-])cc2)cc1Br	-1.4	14	-6	-14	2	9	1	15	10

Further results
SMILES	CRFBP-R2 agonist	CHO-K1 Ca PAM	M5 antag	CRFBP-R2 block	TAAR1 ag	CHRM5 PAM	M5 ag	TAAR1 antagonist	CHRM4 PAM
COc1cccc(C(=O)N2CCCC(Nc3ccc(C)c(C)c3)C2)c1 (stereo unspecified)	-0.6	-20	7	-20	5	-1	-3	-13	4
CCOc1ccc(NC(=O)C(CC)NC(=O)c2ccccc2CO)cc1 (stereo unspecified)	0.1	18	0	12	7	8	-2	6	-4
CC(C)c1ccc(N2C(=O)[C@@H]3Cc4ccccc4CN3C2=O)cc1	4.5	18	-2	-32	84*	-1	3	82*	2
Cc1cccc(NC(=O)COc2ccc(-c3nn(C)c(=O)c4ccccc34)cc2)c1	1.2	2	9	10	1	-7	-3	24	-10
Cc1ccc(C(=O)N2CCC3CC2c2cc(-c4ccc5c(c4)OCO5)ccc23)cc1 (stereo unspecified)	0.3	16	3	-4	0	-2	0	18	-7
CN(Cc1cc2ccccc2[nH]c1=O)S(=O)(=O)c1ccccc1	-3.5	19	-2	4	4	-5	2	8	3
Cc1ncc(CO)c(/C=N/NC(=O)c2ccoc2C)c1O	5.0	9	1	8	2	6	1	3	11
CCOC(=O)c1c(-c2ccc(OC)cc2)csc1NC(=O)CSc1nnc(C)c(=O)[nH]1	-0.3	10	3	7	11	-2	-1	6	-4
CC1CC(C)CN(C(=O)c2cc3cc(Br)cc(Br)c3o2)C1 (stereo unspecified)	0.5	23	-5	-16	11	-14	-4	-22	-5
Cc1nnc(SCC(=O)N2CC(=O)Nc3ccccc32)n1-c1ccccc1	4.2	15	-9	-3	4	-8	-2	-12	-6
COc1ccc(NC(=O)CSc2nc3ccccc3n2-c2ccccc2)c([N+](=O)[O-])c1	-3.0	19	-8	21	2	1	-2	-21	1
CCCCCc1c(C)nc(N2CCc3ccccc32)[nH]c1=O	-1.2	15	2	5	-1	-2	1	-13	10

M5 ag, hit marks shown above
mol	CRFBP-R2 agonist	M5 antag	CRFBP-R2 block	CHRM5 PAM	M5 ag	CHRM4 PAM
O=c1ccc2cc(O)c(O)cc2o1	-0.9	4	-12	-12	25*	-2

New compounds follow
SMILES	CRFBP-R2 agonist	CHO-K1 Ca PAM	M5 antag	CRFBP-R2 block	TAAR1 ag	CHRM5 PAM	M5 ag	TAAR1 antagonist	CHRM4 PAM
O=C(O)CNC(=O)C1CCCN1C(=O)CNC(=O)OCc1ccccc1 (stereo unspecified)	2.1	-7	-5	1	3	0	-3	-7	11
Cc1ccc(C(=O)NN2CC(O)=C(c3nc(-c4cccc([N+](=O)[O-])c4)cs3)C2=N)cc1	2.7	14	-4	6	1	0	0	9	-3
COc1cc2[nH]c3c(=O)n4c(nc3c2cc1OC)SCCC4	44	23	-10	93*	6	2	-2	-1	7
O=C(O)C1CCCCC1C(=O)Nc1nc(-c2cccs2)cs1 (stereo unspecified)	-0.7	0	-1	2	19	8	-1	-11	20
COc1ccc(Cn2nnnc2C(c2ccccc2Cl)N2CCN(C)CC2)cc1 (stereo unspecified)	-0.8	12	3	24	7	1	-6	-2	22
COc1ccc(CCn2c(C)nc3ccccc3c2=O)cc1OC	0.1	-12	7	0	11	-9	2	25	-5
O=C(Nc1ccc(C(=O)N2CCCCC2)cc1)c1ccc([N+](=O)[O-])cc1	-0.1	9	-3	13	1	0	-1	-10	0
O=C(C1CCN(c2nnc(-n3cccc3)s2)CC1)N1CCc2ccccc2C1	-3.0	18	7	-4	41*	-12	-6	5	-12
CCOc1nc(-c2ccc(OC)cc2)ccc1-c1noc(-c2cc(OC)c(OC)c(OC)c2)n1	12	11	-6	-3	10	8	0	14	4
O=C(COC(=O)/C=C/c1ccco1)NC1CCCCC1	-0.3	-12	0	-4	3	-1	0	-8	1
CC(C)(C)C(=O)Nc1ccc2c(c1)-c1cc(NC(=O)C(C)(C)C)ccc1C2	1.7	-5	1	-10	2	3	1	-4	2
CN1CCN(C(=O)C2=C[C@H](c3coc4ccccc4c3=O)C[C@H](OCc3ccc(CO)cc3)O2)CC1	-0.3	-7	9	-5	6	-1	-1	8	6
CC(=O)Nc1ccc(Nc2nc(C)c([N+](=O)[O-])c(Nc3ccccc3)n2)cc1	-2.3	8	1	-30	5	-9	2	36	-5
CCN(CC)C(=O)CSc1nnc2sc3ccccc3n12	-1.4	24	-5	3	13	3	-3	-19	7
c1csc(-c2nnc(COc3ccc4c(c3)OCO4)o2)c1	-1.3	-6	8	-1	1	-7	-1	-2	4
O=C(CSc1nnc(-c2cccs2)o1)Nc1cccc(S(=O)(=O)N2CCCCC2)c1	-1.5	15	7	10	3	-3	-6	-23	-18
Cc1ccc(N2CC(C(=O)O)CC2=O)cc1 (stereo unspecified)	-0.6	2	14	0	8	1	-1	5	1
Clc1ccc2nc(-c3ccco3)c(Cc3ccccc3)n2c1	·	17	-12	·	1	6	2	-9	9
Cc1ccc(O)c(C(=O)c2cnn(-c3ccccc3)c2)c1	-0.6	-2	-2	13	2	-4	-4	10	-1
COc1cc(SC)ccc1C(=O)Nc1cccc(C)n1	-2.0	13	8	-1	1	-9	-2	14	0
O=C(CS(=O)(=O)c1ccc(Cl)cc1)Nc1nnc(-c2cccs2)o1	-0.8	6	-2	-8	0	6	-2	-7	3

Screening data from PubChem.
